# USP2a block: blocks human ubiquitin-specific protease USP2a; 330,000 compounds, 0.01% hits; Potency, µM (highest dose often 38.3 µM), for the others: top-dose activity change, negative = inhibition, actives largely listed as inhibitors; O75604; USP2 core, Ub-CHOP2 coupled fluorogenic reporter, 485/531;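 further: potency means the concentration at half of the fitted maximal effect; plate controls were DMSO wells for no effect and full inhibition by NEM control for full effect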
#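 Deubiquitinase activity read as fluorescence (485/531 nm) after Ub-CHOP2 cleavage activates the enterokinase reporter on its substrate; USP2 core 10nM, Ub-CHOP2 and substrate 25nM each, 30min compound preincubation then 60min RT; data normalized to NEM, curves fitted.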
# AT treatment: candidate therapy for ataxia-telangiectasia; […] A-T fibroblasts, KAP-1 phosphorylation AlphaLISA; neocarzinostatin DNA damage 30 min before lysis; Potency, µM (top dose mostly 57.5 µM), for the others: top-dose activation, usual class: activators; 320,000 compounds, 0.19% hits; AID 485349; further: potency means the concentration at half of the fitted maximal effect; % of control where 0% means no effect; nearly all actives have a fitted effect of over 45% in size
#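 ATM-like activity read as KAP-1 phosphorylation via AlphaLISA donor/acceptor antibody pairs after lysis and 6 hr at 25C. Cells were ATM-null patient fibroblasts ([…], hTERT), dosed 60 min, then exposed to the DSB inducer NCS for 30 min.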
# TRPV1 agonist: agonists of human vanilloid receptor 1 (TRPV1). TRPV1-expressing cells, Fluo-8 calcium influx, agonist mode. activation, % at 8.33 µM. 320,000 compounds, 0.19% hits. AID 540275; in the data active means activation above about 80%; inconclusive means between about 30% and that limit; further: 0% is about no effect
#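 TRPV1-expressing cells were cultured overnight at 35.5C and loaded with Fluo-8 calcium dye for 40 to 90 min at room temperature. After a 10 s baseline, compound was added and calcium influx was read kinetically for 3 min (ex 480/em 520 nm).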
# Mito fusion act: blocks mitochondrial division or promotes mitochondrial fusion. S. cerevisiae fusion-defective mutant growth rescue, CellTiterGlo 48 h. Potency, µM (doses to about 46.1 µM), inactives show at the highest dose growth rescue (activation), hits mostly activators. 320,000 compounds, 0.23% hits;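 further: potency means the concentration at half of the fitted maximal effect; % of control where 0% means no effect; nearly all actives have a fitted effect of over 45% in size; temperature-sensitive fusion mutants such as fzo1-1 at 37 °C on non-fermentable ethanol glycerol medium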
#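 Temperature-sensitive fusion-defective S. cerevisiae (e.g. fzo1-1, mgm1-5) were grown with compound in YPEG medium (3% ethanol, 3% glycerol) for 48 hours at 37C. Growth rescue was measured as viability by CellTiterGlo luminescence after 10 minutes at ambient.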
# TSHR antagonist: antagonists of human thyroid stimulating hormone receptor; P16473; TSHR-expressing cells, TSH-stimulated cAMP HTRF, 2 h; active compounds read low; 330,000 compounds, 0.2% hits; activity change, negative = inhibition, % at 11.5 µM;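 active means activity change below a set negative limit, meaning inhibition stronger than a set level, cut at about -70% in these data; inconclusive means activity change between two set negative limits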; further: on the % scale 0 is the no-effect control and ±100 the full control effect
#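 Antagonism was scored as loss of TSH-driven cAMP in TSHR cells, stimulated with 4nM TSH (EC80) for 2 hours at 37 deg C and detected by homogeneous HTRF competition immunoassay.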
# ELG1 repair inh: blocks ELG1-dependent DNA repair in HEK293T cells. HEK293T ELG1-luciferase reporter, luminescence, 16 h; DNA damage induced by 5-fluorouridine. Potency, µM (top dose mostly 46.1 µM), inactives show at the highest dose activity change, negative = inhibition, actives largely listed as inhibitors. 330,000 compounds, 2.3% hits. AID 504467; further: potency means the concentration at half of the fitted maximal effect; on the % scale 0 is the no-effect control and ±100 the full control effect; nearly all actives have a fitted effect of over 55% in size
#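 Step one: seed 2,000 cells per well. Step two: pin-transfer compound or DMSO alongside 5-fluorouridine. Step three: incubate 16 hr, 37 °C, 5% CO2. Step four: add ONE-Glo, wait 30 min, read luminescence.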
# Eya2 inh: blocks the phosphatase activity of human Eya2; recombinant Eya2, OMFP fluorescence dephosphorylation (OMFP is methylfluorescein phosphate); Potency, µM (series often up to 76.9 µM), without a hit: at the top dose activity, negative = inhibition, usual class: inhibitors; 330,000 compounds, 0.006% hits; AID 488837; further: potency means the concentration at half of the fitted maximal effect; on the % scale 0 is the no-effect control and ±100 the full control effect
# Target sequence (O00167 whole entry, looked up): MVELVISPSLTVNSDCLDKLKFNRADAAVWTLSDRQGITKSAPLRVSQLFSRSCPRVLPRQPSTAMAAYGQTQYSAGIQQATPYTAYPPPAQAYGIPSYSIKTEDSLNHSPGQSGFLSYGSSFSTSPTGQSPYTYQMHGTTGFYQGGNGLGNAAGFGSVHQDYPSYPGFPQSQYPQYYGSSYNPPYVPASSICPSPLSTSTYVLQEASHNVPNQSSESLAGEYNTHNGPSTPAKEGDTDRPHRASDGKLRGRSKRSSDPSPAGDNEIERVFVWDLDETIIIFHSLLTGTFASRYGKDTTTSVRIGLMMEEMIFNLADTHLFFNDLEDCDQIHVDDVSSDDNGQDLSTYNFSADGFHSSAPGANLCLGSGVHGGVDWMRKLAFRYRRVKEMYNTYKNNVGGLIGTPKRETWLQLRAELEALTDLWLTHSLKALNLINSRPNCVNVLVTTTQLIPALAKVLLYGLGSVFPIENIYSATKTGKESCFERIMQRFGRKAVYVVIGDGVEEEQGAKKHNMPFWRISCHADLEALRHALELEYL
#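 Eya2 protein (added as 0.2 uM solution) was preincubated with compound for 10 min at ambient temperature in 50 mM HEPES pH 7.5, 50 mM NaCl, 5 uM MgCl2, 0.05% BSA, 1 mM DTT. OMFP (added at 50 uM) then reacted 10 min; fluorescence read at 485/525 nm.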
# KCNH2 3.1 block: KCNH2 3.1 (human) potassium channel inhibition; U2OS KCNH2 3.1, thallium flux FluxOr; active compounds read low; activity change, % (tested at about 1.8 µM); 340,000 compounds, 0.95% hits; AID 720553;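 active means maximum activity change below -70%; inconclusive means maximum activity change from -70% to -50%; inactive means maximum activity change above -50%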;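 further: thallium influx rate constant from kinetic fluorescence after stimulation buffer; on the % scale 0 is the no-effect control and ±100 the full control effect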
#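 U2OS cells transduced with KCNH2 3.1 mutant virus (1.77 x 10^8 /mL, 4 h), plated overnight at 37 C, loaded 45 min with FluxOr dye plus Red40 quencher. Thallium flux rate constant from kinetic reads after stimulation buffer, normalised to controls.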
# KCNH2 WT inh: KCNH2 (human, wildtype) channel inhibition. Q12809. U2OS, BacMam KCNH2, thallium flux FluxOr; active compounds read low. activity change, % at 1.84 µM. 340,000 compounds, 0.37% hits. AID 720551;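 active means maximum activity change below -70%; inconclusive means maximum activity change between -70% and -50%; inactive means maximum activity change above -50%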; further: on the % scale 0 is the no-effect control and ±100 the full control effect
#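 U2OS cells were transduced with wild-type KCNH2 virus (2.03 x 10^8 / mL) for 4 h at room temperature, then cultured overnight at 37 C. Thallium flux was read with FluxOr dye. Rate constants were normalized to DMSO controls.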
# TCR activator: activators of T cell receptors; 330,000 tested, under 10 active; primary human leukocytes, anti-CD3, IL-2 HTRF, 48 h; AID 504894; Potency, µM (titrated, usually from 9.22 µM), inactives show at the highest dose activation of IL-2 secretion, hits mostly activators; further: % of control where 0% means no effect
#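 Using a-CD3 beads without co-stimulation, primary human leukocytes were exposed to compounds for 48 hr. An HTRF IL-2 kit measured the cytokine, with europium-to-d2 energy transfer producing emission at 665nm upon 320nm excitation.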
# Numbers without * were called inactive; ? = inconclusive; · = no result given; [ ] = dose if it differs, or a comment. Unless noted, the call rests on the fitted dose curve; in most records, active means well fitted curve in the direction sought with a large enough effect; inconclusive means small, poorly fitted or top-dose-only effect, or another doubt; inactive means no such curve, though single readings can be large; an effect the other way counts as inactive or inconclusive.
SMILES,USP2a block,AT treatment,TRPV1 agonist,Mito fusion act,TSHR antagonist,ELG1 repair inh,Eya2 inh,KCNH2 3.1 block,KCNH2 WT inh,TCR activator
CC1CCc2sc(C(=O)NNC(=O)c3ccncc3)cc2C1 (stereo not drawn),1%,0%,?,-2%,13,?,-4%,3,2,-3%
CC(C)(C)OC(=O)NCc1nc(N)n[nH]1,2%,3%,-6,-2%,1,14%,-1%,4,5,-3%[46.1 µM]
Cc1ccc(Nc2c(-c3ccc(N4CCOCC4)cc3)nc3ncccn23)c(C)c1,-2%,-7%,-7,-5%,6,12µM*,1%,25,-5,-3%
C/C(=N\NC(=O)CNC(=O)c1ccccc1Br)c1ccco1,2%,-7%,-1,-5%,-1,0%,1%,7,-2,0%
CCn1c(-c2sc(-c3ccccc3)nc2C)n[nH]c1=S,0%,·,-1,6%,-11,14%,13%,·,·,0%
O=C(Nc1cc(Cl)cc(Cl)c1)N1CCCC1,-1%,-9%,?,12%,5,-15%,6%,-6,-5,-1%
O=C(NCc1ccco1)c1ccc(Cn2c(=O)c3ccccc3n(Cc3ccc(Cl)cc3)c2=O)cc1,3%,-5%,3,4%,7,?,-9%,4,-6,-3%
Cc1ccc(C(=O)Nc2cccc(C(F)(F)F)c2)cc1Nc1cnccn1,0%,23%,0,27%,-4,-13%,15%,-4,-19,0%
Cc1c(/C(O)=C2\C(=O)C(=O)N(CCN(C)C)C2c2cccs2)cnn1-c1ccccc1 (stereo not drawn),-2%,2%,3,2%,-6,2%,-8%,5,-6,-4%
COc1ccc(C(CNC(=O)CNC(=O)c2ccc(F)cc2)N2CCCC2)cc1 (stereo not drawn),4%,0%,1,1%,15,?,1%,8,2,-2%
O=C(Nn1nnnc1Nc1ccccc1)C12CC3CC(CC(C3)C1)C2,-1%,-6%,-1,1%,-2,?,-5%,-13,1,1%
O=C(Nc1ccccc1)N1CCC(=S)Nc2ccccc21,0%,12%,1,-2%,8,0%,-2%,12,0,-2%[46.1 µM]
C#CCOCCOCCOCCNc1nc(N2CCN(C(=O)CCCCCCCCCCNC(=O)[C@H]([C@@H](C)CC)n3cc(CCCCN=C(N)N)nn3)CC2)nc(N2CCN(C(=O)CCCCCCCCCCNC(=O)[C@H](CCCCN)n3cc(C[C@@H](C)CC)nn3)CC2)n1,?,-7%,-3,-9%,-20,?,-32%,·,·,·
COc1ccc(C)cc1S(=O)(=O)N1CCCC(C(=O)NCc2ccccn2)C1 (stereo not drawn),1%,19%,1,1%,3,-6%,-3%,·,-3,4%
NC(=S)N/N=C/c1ccc(/C=N/NC(N)=S)cc1,-1%,-5%,1,-4%,-1,12%,0%,18,4,5%
CN(C)C(=O)CS(=O)(=O)c1ccc(Cl)cc1,2%,-6%,3,7%,-2,-4%,16%,3,-3,-2%
Cc1[nH]nc(-c2ccc(OCc3cnn(-c4ccccc4)c3)cc2O)c1Oc1ccccc1F,2%,-5%,-3,0%,10,-17%,-2%,-12,-9,17%
Cc1ccc(S(=O)(=O)Oc2ccc(C3C4=C(CCCC4=O)N(CCC(=O)O)C4=C3C(=O)CCC4)cc2Cl)cc1,0%,?,0,0%,-3,-9%,0%,4,8,-2%[46.1 µM]
O=C(OCC(=O)N1CCN(C(=O)c2ccco2)CC1)c1cc(-c2ccccc2)nc2ccccc12,-8%,13%,20,5%,-20,15µM*,11%[15.4 µM],-11,21,3%
CCOc1ccccc1OCCC(=O)NNC(=O)Cn1nc(C)cc1C,3%,-1%,0,-3%,33,4%,19%,-5,1,-3%
O=C(Nc1ccc(Br)cc1)N1CCCCC1,7%,-3%,?,-28%,-8,?,-18%,-8,-13,-1%
CC(C)C(=O)Nc1ccc(C(=O)CN2C(=O)NC3(CCOc4ccccc43)C2=O)cc1 (stereo not drawn),-1%,-11%,91*,5%,25,?,1%,-20,-3,2%
CC(C)(C)NC(=O)C(c1ccc(-c2ccccc2)cc1)N(C[C@H]1CC[C@@H]([C@@H]2CC[C@H](CO)O2)O1)C(=O)c1ccccc1F (stereo partly drawn),-7%,-19%,·,·,-11,?,-17%,-7,-6,-4%[46.1 µM]
NC(=O)COC(=O)c1cc(-c2ccco2)nc2ccccc12,0%,-2%,-5,2%,-2,?,-10%,-3,14,-1%
CCc1ccc(OCC(=O)NNC(=O)c2c(CC)noc2C)cc1,2%,1%,1,-4%,0,9%,6%,5,-6,-4%

# Following part
SMILES,USP2a block,AT treatment,TRPV1 agonist,Mito fusion act,TSHR antagonist,ELG1 repair inh,Eya2 inh,KCNH2 3.1 block,KCNH2 WT inh,TCR activator
CCNC(=O)N(C)C[C@H]1N[C@@](CC)(C(=O)OC)[C@H]2C(=O)N(C)C(=O)[C@@H]12,6%,2%,·,·,6,7%,?,15,-4,8%
CCCCCCCCSc1nnc(CSc2nc3nc(C)cc(C)n3n2)o1,-1%,-1%,0,-1%,3,4%,18%,12,1,0%
CSc1nc(C)c(Cl)c(C)c1C#N,1%,6%,2,1%,6,12%,3%,-3,-2,0%
COc1ccccc1NC(=O)Nc1ccc(NC(=O)c2ccccc2O)cc1,1%,-8%,2,-18%,5,-1%,3%,-8,-1,7%
Cc1ccccc1N1CC(C(=O)Nc2nnc(SCc3ccccn3)s2)CC1=O (stereo not drawn),8%,0%,1,2%,2,-4%,6%,4,4,7%
CCC(=O)NC(=S)Nc1ccc(NC(=O)c2ccc([N+](=O)[O-])cc2)cc1,-1%,-9%,2,-1%,6,?,-1%,-14,-7,6%[46.1 µM]
N#CCCN(Cc1cccnc1)C(=S)NCc1ccco1,0%,-1%,-3,9%,9,?,22%,4,-9,-6%
COCCCN(C(=O)c1cc2c(s1)CCC2)c1c(N)n(Cc2ccccc2)c(=O)[nH]c1=O,0%,-3%,-4,-7%,-2,-1%,-11%,0,0,5%
Nc1nn2cc(-c3ccc(Br)cc3)nc2c2ccccc12,0%,19%,8,14%,-30,?,-2%,-15,-8,-1%
Nc1nnnn1/N=C/c1ccccc1,1%,-1%,1,-1%,-4,?,-7%,15,2,-6%
CN(Cc1c(C(=O)N/N=C/c2cccc(O)c2)nnn1-c1nonc1N)C1CCCCC1,-1%,-10%,?,2%,3,?,-2%,-2,-16,-3%
CCc1cc(C(=O)OC)c(NC(=O)CSc2nccn2C)s1,-2%,11%,-1,-5%,0,9%,-23%,15,3,-20%
CCN(CC)CCCn1c(=S)[nH]c2cc(Cl)ccc2c1=O,4%,16%,3,0%,1,15%,1%,-15,7,·
O=C(CN1C(=O)NC2(CCOc3ccccc32)C1=O)c1ccc(Cl)s1 (stereo not drawn),-14%,3%,-2,9%,50,?,0%,-25,-4,-11%
CCOC(=O)C1=CN(Cc2cccc(F)c2)S(=O)(=O)N(CC)C1c1cccc(OC)c1 (stereo not drawn),4%,-12%,·,·,0,0%,-1%,-19,0,-6%[46.1 µM]
COc1ccc(NC(=O)C(C)NS(=O)(=O)c2ccc(NC(C)=O)cc2)cc1Cl (stereo not drawn),3%,-1%,3,-8%,-3,12%,3%,-36,-14,3%[46.1 µM]
COc1ccc(OCC(=O)NNC(=O)c2cccc(O)c2)cc1,-2%,0%,-1,-14%,-1,-17%,-26%,2,-1,-1%
CN(C(=O)c1ccc(OC2CCN(C(=O)c3cccnc3)CC2)cc1)C1CCCCC1,4%,1%,1,0%,7,3%,3%,-7,-3,-7%
O=C(NCc1ccncc1)c1ccc(Br)cc1,0%,-3%,5,-1%,-5,12%,-1%,2,-10,-1%
CC(C)Cc1nccs1,-1%,-8%,-5,-4%,-8,4%,-6%,9,2,-5%
O=C(NC1CCSC1=O)c1ccc(Oc2ccc(F)cc2)nc1 (stereo not drawn),3%,-2%,18,2%,-5,19%,-10%,-1,-9,0%
Cc1ccc(-c2csc(/C(C#N)=C/Nc3ccccc3SC(F)(F)F)n2)cc1,3%,4%,-1,0%,19,?,11%,-13,7,-1%[46.1 µM]
COc1ccc(-c2c(C)oc3cc(O)cc(O)c3c2=O)cc1OC,0%,15%,-5,8%,2,7%,-16%,2,-19,4%
Cc1ccc(-n2c(=S)sc3c(=O)n(-c4ccccc4C)c(SCC(=O)O)nc32)cc1C,0%,3%,-1,6%,-12,6%,8%,1,-2,3%
O=C(CSc1nnc(-c2ccncc2)n1Cc1ccco1)Nc1ccccc1Cl,1%,1%,0,9%,11,?,2%,-9,-2,5%
CC(C(=O)N1CCOCC1)N1C(=O)C2C3CC(C(Br)C3Br)C2C1=O (stereo not drawn),-5%,1%,0,-1%,6,1%,-8%,3,-5,-3%[46.1 µM]

# An excerpt, so the mix of outcomes need not match the whole.
